IL-1B inflam inh = qHTS for Inhibitors of Inflammasome Signaling: IL-1-beta AlphaLISA Primary Screen; AID 743279, 2014; activity change, % at 57.5 µM; 360,000 tested, 4.7% active; THP-1 LPS/ATP IL-1B secretion, AlphaLISA, 16 h; hits give low values; in the data active means activity change below about -50%; inconclusive means mostly about -30% to -49%; further: on the % scale 0 is the no-effect control and ±100 the full control effect
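Secreted IL-1B measured by AlphaLISA bead assay after 16 h compound exposure of THP-1 cells; compounds (final up to 57.5 uM) added 1 h before LPS (250 ng/mL) and ATP (1.25 mM) stimulation; lower signal means less secretion.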
HT1080NT lethal = qHTS for induction of synthetic lethality in tumor cells producing 2HG: qHTS for the HT-1080-NT fibrosarcoma cell line. HT-1080-NT fibrosarcoma viability, CellTiter-Glo ATP luminescence, 48 h. Potency, µM (titrated, usually from 46.1 µM), for inactives: top-dose activity, negative = less viability, hits mostly cytotoxic. 360,000 tested, 1.6% active. AID 686970, 2013;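 further: NT is the 2HG producing partner of a matched IDH1 knockdown line; potency means the concentration at half of the fitted maximal effect; 0% = DMSO-treated cells and -100% = media-only wells without cells; nearly all actives have a fitted effect of over 55% in size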
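A 48-hour cytotoxicity screen used HT-1080-NT cells plated 2 hours before compound delivery. ATP-based CellTiter-Glo luminescence measured viability, normalized to DMSO and no-cell controls.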
SW480 rerep = A quantitative high throughput screen for small molecules that induce DNA re-replication in SW480 colon adenocarcinoma cells; 340,000 tested, 1.8% active; Potency, µM (titrated, usually from 46.1 µM), for inactives: at the highest dose re-replication activation, most hits filed as activators; SW480 DNA re-replication, Hoechst DNA content imaging, 48 h; AID 624297, 2012; further: potency means the concentration at half of the fitted maximal effect; % of control where 0% means no effect; nearly all actives have a fitted effect of over 55% in size
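Image-based DNA-content assay: after two days of treatment, nuclei were labelled with the DNA dye Hoechst and imaged, and hits were compounds raising the count of nuclei showing high fluorescence intensity.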
D3 antag = qHTS of D3 Dopamine Receptor Antagonist: qHTS | max response, negative = inhibition, % | 360,000 tested, 2.5% active | AID 652054, 2013 | D3R cells, DiscoveRx beta-arrestin luminescence, antagonist mode; hits give low values | D(3) dopamine receptor (Homo sapiens), P35462; in the data active means max response below about -50%; inconclusive means no clear call, values can overlap the other calls; further: on the % scale 0 is the no-effect control and ±100 the full control effect; mostly tested at two doses, the higher about 12 µM
Target sequence (P35462 whole entry, looked up): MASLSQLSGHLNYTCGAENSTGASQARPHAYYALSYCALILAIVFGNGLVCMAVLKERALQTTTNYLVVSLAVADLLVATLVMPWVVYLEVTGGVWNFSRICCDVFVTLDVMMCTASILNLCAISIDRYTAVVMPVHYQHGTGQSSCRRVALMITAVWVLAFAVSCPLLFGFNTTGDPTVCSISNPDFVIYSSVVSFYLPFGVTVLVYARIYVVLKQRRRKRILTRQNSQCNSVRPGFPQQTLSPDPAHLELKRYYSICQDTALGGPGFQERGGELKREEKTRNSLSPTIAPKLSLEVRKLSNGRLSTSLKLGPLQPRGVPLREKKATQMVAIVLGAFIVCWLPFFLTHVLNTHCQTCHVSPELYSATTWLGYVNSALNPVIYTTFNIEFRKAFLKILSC
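Cells plated overnight at 1500 cells/well, then exposed to library compounds with dopamine controls for 90 minutes at 37 degrees C. DiscoveRx reagent added for 30–60 minutes at room temperature; luminescence read, quantitative HTS format.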
KB-V1 cytotox = qHTS assay for MDR1-selective chemotherapeutics: Primary screen using the drug-selected MDR subline cells KB-V1 | KB-V1 MDR cells viability, CellTiter-Glo, 72 h | Potency, µM (series often up to 46.1 µM), for the others: at the top dose activity change, negative = cytotoxicity, actives largely listed as cytotoxic | 400,000 tested, 3.4% active; further: potency means the concentration at half of the fitted maximal effect; on the % scale 0 is the no-effect control and ±100 the full control effect; nearly all actives have a fitted effect of over 60% in size
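Cytotoxicity toward P-gp-expressing KB-V1 cells was determined as loss of CellTiter-Glo luminescence after 72 h at 37 degrees C. Compounds were tested in quantitative HTS format across a concentration range, with curves fitted to normalized data.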
DRD3 agonist = qHTS of D3 Dopamine Receptor Agonist: qHTS; D(3) dopamine receptor (Homo sapiens), P35462; D3R DiscoveRx beta-arrestin cells, luminescence, 90 min; max activation, %; 410,000 tested, 0.58% active; AID 652048, 2013; in the data active means max activation above about 30%; further: 0% is about no effect; mostly tested at two doses, the higher about 12 µM
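Agonist-mode cell screen: cells plated at 1500/well and incubated overnight at 37 °C, then exposed to library compounds for 90 min at 37 °C. Detection reagent was added for 30–60 min at room temperature, and luminescence was read.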
KB-3-1 tox = qHTS assay for MDR1-selective chemotherapeutics: Primary screen using the parental adenocarcinoma cell KB-3-1; KB-3-1 viability, CellTiter-Glo ATP luminescence, 72 h; Potency, µM (series often up to 46.1 µM), for inactives: at the top dose activity change, negative = cytotoxic, most hits filed as cytotoxic; 400,000 tested, 1.4% active; AID 1347075, 2019; further: potency means the concentration at half of the fitted maximal effect; on the % scale 0 is the no-effect control and ±100 the full control effect; nearly all actives have a fitted effect of over 60% in size
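Cytotoxicity in the drug-sensitive parental line KB-3-1 was scored as loss of CellTiter-Glo luminescence following 72 h incubation with compound. Values come from curve fitting of normalized concentration-response data.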
GLP-1R agonist = qHTS of GLP-1 Receptor Agonists; Glucagon-like peptide 1 receptor (Homo sapiens), P43220; HEK293 GLP-1R CRE-luciferase, luminescence, 4-6 h; cells express a hypersensitive GLP-1R form; Potency, µM (top dose mostly 45.6 µM), for inactives: top-dose activation, actives largely listed as activators; 380,000 tested, 0.007% active; AID 624172, 2012; further: potency means the concentration at half of the fitted maximal effect; % of control where 0% means no effect
Target sequence (P43220 whole entry, looked up): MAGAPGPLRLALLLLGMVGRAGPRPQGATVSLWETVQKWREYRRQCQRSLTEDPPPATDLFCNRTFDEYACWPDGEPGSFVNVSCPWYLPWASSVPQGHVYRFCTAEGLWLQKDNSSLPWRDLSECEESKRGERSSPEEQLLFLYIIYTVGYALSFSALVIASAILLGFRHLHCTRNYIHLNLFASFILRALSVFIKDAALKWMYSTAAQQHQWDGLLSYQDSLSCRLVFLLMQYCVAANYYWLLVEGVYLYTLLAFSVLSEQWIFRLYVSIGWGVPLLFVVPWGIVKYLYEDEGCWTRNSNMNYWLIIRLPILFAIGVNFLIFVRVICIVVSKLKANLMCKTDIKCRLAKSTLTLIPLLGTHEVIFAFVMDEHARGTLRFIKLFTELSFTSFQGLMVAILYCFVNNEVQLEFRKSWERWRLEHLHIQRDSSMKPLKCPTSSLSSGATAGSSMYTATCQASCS
HT1080 IDH1KD tx = qHTS for induction of synthetic lethality in tumor cells producing 2HG: qHTS for the HT-1080-IDH1KD cell line; HT-1080 IDH1 knockdown viability, ATP luminescence, 48 h; 360,000 tested, 2% active; AID 686971, 2013; Potency, µM (highest dose often 46.1 µM), for the others: at the top dose activity, negative = toxicity, most hits filed as cytotoxic;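 further: potency means the concentration at half of the fitted maximal effect; 0% = DMSO wells and -100% = cell-free medium wells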
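Using the IDH1-knockdown HT-1080 line run in the same batch and compound series as the NT line, viability after 48 h at 37 °C was determined by CellTiter-Glo luminescence and expressed as % activity.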
Active calls of the source: *; ? = inconclusive; . = not tested or not shown; [ ] = another dose, or the depositor's remark. Unless noted, the call rests on the fitted dose curve; in most records, active means well fitted curve in the direction sought with a large enough effect; inconclusive means small, poorly fitted or top-dose-only effect, or another doubt; inactive means no such curve, though single readings can be large; an effect the other way counts as inactive or inconclusive.

SMILES	IL-1B inflam inh	HT1080NT lethal	SW480 rerep	D3 antag	KB-V1 cytotox	DRD3 agonist	KB-3-1 tox	GLP-1R agonist	HT1080 IDH1KD tx
CS(=O)(=O)c1ccc(C(=O)NCCN2C(=O)S/C(=C\c3cccnc3)C2=O)cc1[N+](=O)[O-]	-98.0*	?	2.06µM*	17.5	0.5%	1.3	?	-6.4%	?
O=[N+]([O-])c1cc(/C=N/O)ccc1Oc1cccc(Cl)c1	-14.9	-2.5%	?	-22.3	-5.3%	-19.3	-18.6%	6.6%	-2.2%
Cc1cccc(NC(=O)CSc2nnc(C)c(=O)n2N)c1	22.8	7.2%	-1.4%	7.2	2.8%	3.1	13.3%	2.8%	7.6%
Cc1ccc(C(=O)C2CCN(S(=O)(=O)c3c(C)noc3C)CC2)cc1	14.8	22.1%	-124.5%[inhibitor]	?	-25.4%	8.5	5.6%	-1.4%	8.4%
C=CCNC(=O)CC1C(=O)NCCN1Cc1c(F)cccc1Cl (stereo not drawn)	-4.1	4.3%	-1.0%	10.1	24.8%	1.0	-3.4%	0.5%	2.4%
CCOC(=O)C1=C(C)N=c2s/c(=C\c3ccc(C(=O)O)cc3)c(=O)n2C1c1ccc(OC)cc1OC (stereo not drawn)	-11.5	-1.9%	-37.4%[inhibitor][1.84 µM]	?	3.8%	-1.8	-8.5%	-4.9%	-0.1%
CC(C)(CO)Nc1ncnc2onc(-c3ccc(F)cc3)c12	8.0	-15.3%	13.2%	9.1	-4.0%	3.8	-7.2%	5.5%	-6.8%
COCCCn1c(SCC(=O)N2CCCC2=O)nc2ccccc2c1=O	24.4	6.1%	.	-3.7	-5.4%	-0.6	13.5%	-4.0%	2.7%
Cc1cnc(C(=O)OCC(=O)NCc2ccc(Cl)cc2)cn1	8.0	6.6%	-18.8%	4.1	6.2%	5.1	2.1%	-4.0%	-2.9%
CN(Cc1ccc(F)cc1)C(=O)c1cccc(S(=O)(=O)N2CCN(Cc3ccccc3)CC2)c1	-60.9*	-22.9%	?	-3.6	-4.7%	-0.8	-8.5%	8.0%	-9.3%
COCCCn1c(C2CCCCC2)nc2oc3cc(OC)ccc3c(=O)c2c1=O	3.8	9.3%	5.7%	-8.4	23.1µM*	15.3	?	13.7%	14.9%
COC(=O)c1cccc(NC(=O)Cn2cnc3ccccc3c2=O)c1	20.4	3.9%	-8.7%	14.3	3.8%	10.3	16.0%	-0.1%	20.2%
O=C(NCc1ccccc1)C(c1cccnc1)N(C(=O)c1ccccn1)c1ccccc1F (stereo not drawn)	-5.9	1.8%	11.3%	-3.2	?	-5.1	-3.2%	9.0%	1.8%
CC(=O)c1ccc(C(=O)N(C)C2CCCN(Cc3ccccc3F)C2)s1 (stereo not drawn)	21.9	-3.5%	3.0%	6.1	-10.6%	-6.0	0.3%	14.7%	3.7%
COc1cc(/C=C2\C(=N)N3N=C(C(C)C)SC3=NC2=O)ccc1OCCOc1ccc(NC(C)=O)cc1	-1.6	-5.6%	?	4.6	-5.4%	2.6	0.0%	3.1%	-1.5%
COc1cccc(/C=N/N2CCOCC2)c1O	-18.4	3.7%	-15.5%	3.0	26.9%	2.9	14.8%	4.6%	4.3%
N#C/C(=C/c1ccc(N2CCCCC2)o1)C(=O)NCCc1c[nH]c2ccccc12	-56.8*	-13.7%	-3.2%	?	3.4%	-6.9	-7.2%	18.6%	?
COc1ccccc1NC(=O)C1CC(O)CN1C(=O)Oc1ccccc1 (stereo not drawn)	8.2	2.2%	?	7.0	?	-13.4	-7.7%	0.1%	0.0%
Cc1cc(-c2nc3ncccc3o2)ccc1N	-2.1	4.2%	1.2%	22.2	0.4%	-0.4	5.1%	5.6%	8.4%
CCOC(=O)c1ccc(NC(=O)c2c(N3CCCC3=O)c3cc(OC)ccc3n2C)cc1	.	.	.	.	-23.6%	-7.3	5.9%	14.7%	.
CCOc1ccc(N2C(=O)C3C(c4ccc(O)cc4)NC(CCSC)(C(=O)OC)C3C2=O)cc1 (stereo not drawn)	46.8	13.5%	-0.9%	0.5	-6.4%	1.1	1.0%	-0.8%	4.9%
CC(C)COc1ccc(C(=O)Nc2sc3c(c2C(=O)O)CC(C)(C)OC3)cc1	20.2	?	-80.1%[inhibitor]	-19.7	-11.6%	1.0	8.2µM*	0.7%	-28.3%
NC(=O)CC(NC(=O)c1ccc(Br)cc1)c1ccc(N2CCCCCC2)c([N+](=O)[O-])c1 (stereo not drawn)	-1.1	-23.3%	6.4%	-12.4	0.6%	-41.8	0.0%	16.9%	-3.4%
CN(C)S(=O)(=O)c1ccc(NC(=O)CCNC(=O)c2ccco2)cc1	-5.6	6.0%	-11.1%	8.7	7.1%	5.7	10.5%	4.7%	-0.2%
C[C@H](CO)N1C[C@H](C)[C@@H](CN(C)S(=O)(=O)c2ccc3ccccc3c2)OCc2cnnn2CCCC1=O	12.5	13.8%	.	13.2	0.0%	-7.1	-6.8%	32.8%	4.2%
Cc1ccc(CCNC(=O)CN2C(=O)CSc3ccc(S(=O)(=O)N4CCOCC4)cc32)cc1	?	1.5%	.	-5.5	15.4%	-4.6	-0.6%	-5.8%	0.3%
CC(C)Cn1cc(C(=O)NCc2cccs2)c2c3ccccc3n(C)c2c1=O	12.0	12.0%	1.5%	18.1	?	8.2	1.9%	1.2%	3.1%
Cn1c(CSCc2ccc(Cl)cc2)n[nH]c1=S	-29.4	2.3%	1.1%	-4.8	-13.2%	1.4	-6.7%	6.5%	0.9%
CC(NC(=O)c1cc(F)c(F)c(F)c1F)c1ccc(-n2ccnc2)cc1 (stereo not drawn)	?	-12.1%	-3.1%	23.9	-8.7%	-0.4	0.0%	-0.5%	-6.3%
CSc1ccccc1NC(=O)C1=COCCO1	-11.9	16.4%	-2.2%	1.6	0.0%	0.7	8.3%	-2.4%	13.8%
Cc1ccc(CSc2nnc(-c3ccco3)o2)cc1	-21.2	10.8%	-4.8%	-12.1	?	-1.4	12.1%	6.2%	14.4%
CC(=Nc1ccc(Br)cc1)c1sc2ccccc2c1O	-29.6	2.5%	1.0%	29.8	-24.3%	5.0	-2.1%	16.5%	-17.1%
COc1ccc(C2=NOC(C(=O)Nc3ccc4c(c3)OCO4)C2)cc1OC (stereo not drawn)	-8.7	-2.7%	-10.6%	13.6	-2.9%	15.8	10.9%	?	2.4%
CCc1cccc(NC(=O)c2cc(S(=O)(=O)N(C)C)ccc2N2CCCC2)c1	?	-26.7%	2.5%	2.9	?	2.3	9.8%	-1.7%	-3.1%
COc1cc(/C=N/NC(=O)c2ccc3c(c2)OCCO3)cc(Cl)c1O	10.7	1.8%	-22.0%	-16.4	5.7%	-4.7	-8.6%	8.7%	-8.1%
CCOC(=O)C1=NNC(C(=O)c2ccc(OC)cc2)C1c1ccccc1 (stereo not drawn)	0.9	0.4%	-6.1%	48.0	-4.1%	-5.6	10.4%	2.9%	-1.4%
COc1cc(C(C)=O)ccc1OC(=O)C(C)N1C(=O)c2ccccc2C1=O (stereo not drawn)	30.0	7.0%	12.3%	7.1	-0.9%	4.5	5.7%	0.0%	8.8%
CCC(=O)N(CCc1ccccc1)Cc1cc2cc3c(cc2[nH]c1=O)OCO3	?	-13.6%	?	8.7	?	-6.4	-1.5%	-5.7%	-16.8%
COc1ccc(-c2nnc(SC(C)C(=O)Nc3c(C)n(C)n(-c4ccccc4)c3=O)o2)cc1 (stereo not drawn)	-8.8	2.5%	0.5%	9.8	17.7%	-2.1	0.0%	-29.1%	1.6%
COc1cc(NC(=O)Nc2cccc([N+](=O)[O-])c2)cc(OC)c1	-9.0	-26.1%	9.7%	0.7	?	-1.0	-7.5%	6.5%	?
Cn1cc(CN2CCN(CCc3ccccc3)C(CCO)C2)cn1 (stereo not drawn)	-4.1	0.4%	3.1%	2.1	0.0%	-8.2	?	7.0%	3.8%
COc1ccc(NC(=O)CN(c2ccc([N+](=O)[O-])cc2)S(=O)(=O)c2ccccc2)c(OC)c1	-0.8	2.3%	1.8%	-17.9	?	-6.5	2.1%	-5.7%	-15.3%
CCN1CCN(Cc2ccc(NC(=O)c3ccc(C)c(NC(=O)c4ccc5n[nH]nc5c4)c3)cc2C(F)(F)F)CC1	-7.2	-2.7%	5.5%	?	0.0%	-11.2	0.0%	-2.1%	-6.6%
CCOC(=O)NC(=O)CSc1nc2ccc(C)cc2[nH]1	48.2	3.5%	3.4%	8.9	10.8%	2.2	0.5%	7.6%	14.0%

Some of the entries above, set out differently.
Cn1cc(CN2CCN(CCc3ccccc3)C(CCO)C2)cn1 (stereo not drawn)
- IL-1B inflam inh = -4.1
- HT1080NT lethal = 0.4%
- SW480 rerep = 3.1%
- D3 antag = 2.1
- KB-V1 cytotox = 0.0%
- DRD3 agonist = -8.2
- KB-3-1 tox = ?
- GLP-1R agonist = 7.0%
- HT1080 IDH1KD tx = 3.8%

COc1ccc(NC(=O)CN(c2ccc([N+](=O)[O-])cc2)S(=O)(=O)c2ccccc2)c(OC)c1
- IL-1B inflam inh = -0.8
- HT1080NT lethal = 2.3%
- SW480 rerep = 1.8%
- D3 antag = -17.9
- KB-V1 cytotox = ?
- DRD3 agonist = -6.5
- KB-3-1 tox = 2.1%
- GLP-1R agonist = -5.7%
- HT1080 IDH1KD tx = -15.3%

High-throughput results as filed in PubChem BioAssay.
